D1 mod: D1 CRE-luciferase signal change, two-sided – cell-based, HEK293 D1, dopamine EC30, D1 allosteric modulator project, primary screen | D(1A) dopamine receptor (Homo sapiens), P21728 | dopamine EC30 potentiation; actives deviate in either direction | B-score at 10 µM | 58,000 compounds, 5.9% hits | AID 641, 2007;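 active = luminescence count or its row- and column-corrected plate score outside the 99.7% band of the plate's sample wells, on either side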
E coli RNAP: E. coli RNAP inhibitors, biochemical. E. coli RNA polymerase, fluorescence transcription assay. inhibition, %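 (tested at 10 µM)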. 62,000 compounds, 0.2% hits; in the data active = inhibition above about 20%;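 note: 0% = enzyme without compound and 100% = no enzyme blank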
M1 agonist: M1 muscarinic receptor agonists, primary screen, CHO-M1 cells, Fluo-4 calcium, agonist mode. Muscarinic acetylcholine receptor M1. Fluo-4 calcium fluorescence; hits give high values. B-score at 10 µM. 64,000 compounds, 3% hits. AID 626, 2007;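 active = fluorescence rise, raw or as B-score row- and column-corrected plate score, outside the 99.7% band of its plate's samples, either direction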
Hsp90 block: tumor Hsp90 inhibitors, primary screen, cell lysate, fluorescence polarization, NCI-N417 lysate | Heat shock protein HSP 90-alpha (Homo sapiens), P07900 | Cy3B-geldanamycin FP displacement | inhibition, % at 30 µM | 64,000 compounds, 0.35% hits | AID 429, 2006;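 active = inhibition above 50%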;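 note: 0% = tracer plus lysate wells and 100% = tracer alone without lysate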
NADH coupling: inhibitors of PK/LDH coupling enzymes, profiling panel, artefact control, biochemical, MLSMR library; AID 774, 2007; IC50, µM (series often up to 10 µM), inactives show at the top dose inhibition; 65,000 compounds, 0.02% hits; coupled PK/LDH NADH assays, four targets;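 active = single-dose screening hits from any of four coupled enzyme assays that gave an IC50 when retested across doses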;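 note: the DPM-DC format reads NADH fluorescence rather than 340 nm absorbance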
HTR1A agonist: human 5-HT1a receptor agonists, primary screen, cell-based, CHO, Ga15 NFAT-bla reporter; 5-hydroxytryptamine receptor 1A (Homo sapiens), P08908; AID 567, 2006; 65,000 compounds, 0.56% hits; activation, % at 10 µM; CHO 5-HT1a Ga15 NFAT-bla reporter, FRET ratio; 0% basal, 100% maximal reference agonist;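 active = activation above the screen-wide mean activation plus 3 SD, cut at about 19% in these data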;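 note: 0% = DMSO wells and 100% = 5-CT at EC100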
M1 antagonist: antagonists of rat M1 muscarinic receptor; CHO-M1 cells, Fluo-4 calcium, ACh EC80 antagonist mode; hits give low values; 64,000 compounds, 3.4% hits; B-score at 10 µM;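 active = calcium fluorescence response, raw or row-and-column corrected B-score, differing from the plate sample mean either way at a set confidence level, mostly lower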
Her2 expr inh: inhibitors of Her2 protein expression, primary screen, SKBR-3 cells, AlphaScreen, 66K library. 65,000 compounds, 0.69% hits. AID 645, 2007. SKBR-3 HER2 protein level, 18-24 h; hits give low values. HER2 level % of control, % at 10 µM;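 active = HER2 level under 5% of the carrier-only control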;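 note: 100% = DMSO carrier and 0% = 500 nM PU-H71 HSP90 inhibitor; lower value means stronger loss of Her2 protein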
Target sequence (P04626 whole entry, looked up): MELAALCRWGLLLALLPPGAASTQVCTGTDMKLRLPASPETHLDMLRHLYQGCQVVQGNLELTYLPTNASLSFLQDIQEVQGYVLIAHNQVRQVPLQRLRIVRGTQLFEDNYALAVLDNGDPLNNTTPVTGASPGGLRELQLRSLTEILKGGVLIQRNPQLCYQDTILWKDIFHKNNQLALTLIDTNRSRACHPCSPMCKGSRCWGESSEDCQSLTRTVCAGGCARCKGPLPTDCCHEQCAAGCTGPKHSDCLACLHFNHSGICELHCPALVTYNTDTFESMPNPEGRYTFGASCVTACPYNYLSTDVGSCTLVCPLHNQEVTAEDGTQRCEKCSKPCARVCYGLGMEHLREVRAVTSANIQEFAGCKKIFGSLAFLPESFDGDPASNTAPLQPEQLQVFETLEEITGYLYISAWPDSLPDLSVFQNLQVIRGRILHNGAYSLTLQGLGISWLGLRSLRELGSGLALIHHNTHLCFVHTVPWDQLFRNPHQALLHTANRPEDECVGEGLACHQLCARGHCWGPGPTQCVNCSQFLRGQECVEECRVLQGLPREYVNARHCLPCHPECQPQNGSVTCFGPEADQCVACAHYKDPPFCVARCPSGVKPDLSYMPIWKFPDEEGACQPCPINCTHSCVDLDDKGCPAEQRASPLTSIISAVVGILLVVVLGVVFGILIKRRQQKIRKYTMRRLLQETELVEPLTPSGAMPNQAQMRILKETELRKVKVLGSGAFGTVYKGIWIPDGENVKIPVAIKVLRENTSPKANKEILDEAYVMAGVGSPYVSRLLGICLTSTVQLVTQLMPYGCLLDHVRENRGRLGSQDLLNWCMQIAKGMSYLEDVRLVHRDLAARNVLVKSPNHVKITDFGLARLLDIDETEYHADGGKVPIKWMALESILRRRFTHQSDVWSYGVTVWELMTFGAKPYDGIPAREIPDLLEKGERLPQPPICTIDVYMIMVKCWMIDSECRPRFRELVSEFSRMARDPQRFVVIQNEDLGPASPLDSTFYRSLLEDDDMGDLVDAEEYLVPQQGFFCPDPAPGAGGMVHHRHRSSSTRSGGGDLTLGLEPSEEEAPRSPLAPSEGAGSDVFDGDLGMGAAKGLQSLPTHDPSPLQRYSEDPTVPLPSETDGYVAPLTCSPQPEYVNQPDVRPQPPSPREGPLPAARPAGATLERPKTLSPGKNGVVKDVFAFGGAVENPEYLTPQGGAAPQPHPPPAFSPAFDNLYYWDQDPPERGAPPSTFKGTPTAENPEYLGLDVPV
Fluor 339 460: intrinsic fluorescence of library compounds, ex339/em460 – biochemical, MLSMR library, data from DPM-DC assay, artefact control, profiling panel; compound autofluorescence, ex339/em460 nm, NADH buffer; hits give high values; 1 = no-compound wells, NADH background; AID 709, 2007; fluorescence fold increase at 10 µM; 65,000 compounds, 5.5% hits;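 active = at 10 µM, mean starting fluorescence two-fold or more over control wells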;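 note: signal is the first read of a kinetic run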
* hit, by the source's call; . = no result given; [ ] = another dose, or the depositor's remark.

Molecule,Hsp90 block,E coli RNAP,HTR1A agonist,Her2 expr inh,Fluor 339 460,M1 agonist,D1 mod,M1 antagonist,NADH coupling
CCSc1nnc(NC(=O)C(CC)Oc2ccccc2)s1 (centres undefined),-1.3,6.4,-5.0,92.1,1.13,-2.01,0.202,-0.234,12.0%
COc1cccc(CNn2cnnc2)c1OCc1ccccc1F,-1.3,-0.2,-5.5,102.4,1.1,-0.0688,-0.393,-0.84,4.0%
Cc1ccc(Cn2c(SCCN3CCOCC3)nc3c2c(=O)n(C)c(=O)n3C)cc1,.,2.7,1.4,138.8,1.04,0.22,.,-0.459,3.0%
CCOC(=O)N1CCN(C(=O)CSCC(=O)Nc2nc(-c3cccs3)cs2)CC1,-3.1,.,-1.7,79.3,1.12,3.19,-0.725,-0.245,8.0%
CC1(Cc2ccc3c(c2)OCO3)NC(=O)NC1=O (centres undefined),-1.9,1.6,0.0,99.1,1.1,0.174,-0.626,0.968,3.0%
CCOc1ccc2[nH]c(=O)c(CN(Cc3ccco3)C(=O)c3ccc(Br)cc3)cc2c1,2.4,10.1,-1.2,40.8,1.62,0.68,0.513,0.00839,9.0%
CC1CC(C)CN(C(=O)CSc2nnc(-c3ccc(F)cc3)o2)C1 (centres undefined),-3.0,12.6,2.0,75.2,1.06,-1.03,-0.293,0.0747,12.0%
Cn1c(=O)cc(SCC(=O)NCCCN2CCN(c3ccccc3F)CC2)c2ccccc21,1.0,4.0,13.7,89.3,1.27,-0.00484,0.0711,-0.337,2.0%
Cc1nn2c(c1-c1ccccc1)NC1=C(C(=O)CCC1)C2c1cccnc1 (centres undefined),-2.8,-9.5,-0.5,107.4,3.81*,-0.878,-0.264,0.255,6.0%[fluoresces]
COc1ccc(N(C(C)C(=O)NCc2ccco2)S(C)(=O)=O)cc1 (centres undefined),-6.4,5.8,-2.6,100.4,1.12,-0.206,-0.0433,0.49,5.0%
COC(=O)C1=C(NC(=O)c2cccs2)CCS1,3.3,17.5,-1.5,85.7,1.16,.,.,.,6.0%
CCc1ccc2[nH]c(=O)c(CN(Cc3ccccc3)Cc3nnnn3Cc3ccco3)cc2c1,-2.3,2.0,-2.0,77.8,1.22,.,.,.,4.0%

Some entries already given, reduced to Fluor 339 460, M1 agonist and D1 mod.
compound	Fluor 339 460	M1 agonist	D1 mod
Cc1ccc(Cn2c(SCCN3CCOCC3)nc3c2c(=O)n(C)c(=O)n3C)cc1	1.04	0.22	.
CCOC(=O)N1CCN(C(=O)CSCC(=O)Nc2nc(-c3cccs3)cs2)CC1	1.12	3.19	-0.725
CC1(Cc2ccc3c(c2)OCO3)NC(=O)NC1=O (centres undefined)	1.1	0.174	-0.626

The list continues.
Molecule,Hsp90 block,E coli RNAP,HTR1A agonist,Her2 expr inh,Fluor 339 460,M1 agonist,D1 mod,M1 antagonist,NADH coupling
Cc1cc(NC(=O)NC2CCCN2S(=O)(=O)c2ccc(Cl)cc2)no1 (centres undefined),-0.4,6.8,1.0,105.7,1.07,1.06,-0.789,0.216,4.0%
CNC(=O)CCC(=O)Nc1ccc(C(=O)OC)cc1,-5.0,-3.5,-0.4,71.3,1.08,-0.161,0.986,1.19,1.0%
O=C(COc1ccc2c(c1)CCC2)N1CCc2ccccc21,-3.5,-3.5,0.2,59.0,1.09,0.307,-1.09,0.17,5.0%
CC(=O)c1cccc(NC(=O)C2CCCN(S(=O)(=O)c3ccccc3)C2)c1 (centres undefined),0.0,5.4,1.0,112.9,1.11,-0.725,0.462,-0.474,5.0%
CCOC(=O)N1CCC(NS(=O)(=O)c2cc(Br)cnc2N)CC1,-2.7,4.9,-3.3,75.0,1.43,-0.3,0.313,-1.28,4.0%
O=S1(=O)c2cccc3cccc(c23)N1Cc1nnc(-c2ccccc2Br)o1,-5.8,3.5,4.8,80.0,1.72,2.79,.,-1.66,5.0%
O=C(CSc1nc(-c2ccccc2)cs1)NC(=O)NCc1ccco1,-5.7,6.3,-3.6,78.3,1.05,0.0295,-0.345,0.298,2.0%
CCOC(=O)C1CSC(CC(=O)Nc2ccc(Cl)cc2)C(=O)N1 (centres undefined),1.5,-2.0,-2.7,120.8,1.05,0.197,-0.136,0.851,3.0%
O=C(O)c1cc(-c2ccc(Cl)cc2)n[nH]1,-1.2,2.1,-0.4,92.0,1.15,-1.15,0.225,-0.814,7.0%
CCc1ccc(S(=O)(=O)NCc2csc(-c3ccccc3)n2)s1,-4.8,7.5,-1.5,87.6,1.09,0.872,1.26,-0.357,4.0%
COC(=O)c1ccc(S(=O)(=O)N2C3CCC2CC(NC(=O)NC2CCCCC2)C3)cc1 (centres undefined),2.5,6.3,2.2,79.6,0.99,-0.0428,.,0.559,3.0%
CCCCOc1ccc(NC(=O)c2cnc(C)cn2)cc1,-5.7,6.2,0.3,67.1,1.09,0.225,.,0.146,6.0%
CC(C)COC(=O)Nc1ccccc1C(=O)N1CCOCC1,-3.9,.,1.6,83.6,1.06,-0.0309,0.308,0.108,4.0%
COc1cc2c(cc1OC)CN(C(=O)CSc1nnc3scc(-c4ccccc4)n13)CC2,-5.6,8.1,1.4,78.0,1.13,0.0553,4.06,-0.295,6.0%
CCOCCCNC(=O)C1CCN(S(=O)(=O)N2CCCCC2)CC1,2.4,2.3,-1.4,75.6,0.97,-0.386,-0.049,0.109,7.0%
COc1ccc(O)c(C(=O)c2cc(C#N)c(=O)n(-c3c(C)n(C)n(-c4ccccc4)c3=O)c2)c1,-2.5,7.7,-1.5,82.1,1.06,5.84*,0.00917,-0.736,4.0%
CCn1c(Cc2c(C)[nH]c3ccccc23)n[nH]c1=S,-11.3,1.2,-2.4,.,1.07,-0.272,2.87,-1.2,5.0%
O=C(c1ccc(Cn2cc(Br)cn2)o1)n1cccn1,-1.4,10.0,-3.9,85.6,1.49,0.426,-0.597,1.83,2.0%
COc1ccc(S(=O)(=O)Cc2ccc(C(=O)N3CCN(Cc4ccccc4)CC3)o2)cc1,-1.1,5.0,1.0,82.4,1.01,0.351,-0.215,0.23,3.0%
CN(C)c1ccc(CNC(=O)C2CCN(S(=O)(=O)c3ccc4c(c3)CCC(=O)N4)CC2)cc1,-3.4,7.3,-0.8,85.7,1.02,0.915,-0.0182,0.0576,3.0%
Cc1cc(C)n2c(SCC(=O)Nc3cc(C)on3)nnc2n1,-1.8,8.0,-0.6,.,1.29,-0.466,-1.58,0.232,4.0%
COc1ccc2[nH]c3nc(SCc4nnc(-c5ccc(C)cc5)o4)nnc3c2c1,-6.9,7.7,-2.2,78.0,1.07,-0.713,0.101,-0.0344,10.0%
O=C(O)c1oc2ccccc2c1CSc1ccccn1,-4.5,7.2,-1.5,104.7,1.05,0.525,-0.115,0.419,7.0%
COc1ccc(OC)c(NC(=O)CSc2nnc(-c3ccco3)n2-c2ccc(C(=O)O)cc2)c1,-4.3,2.1,0.5,142.9,1.04,-0.0713,-0.361,0.54,0.0%
COc1ccc(CCNC(=O)CC2COc3ccccc3O2)cc1OC (centres undefined),0.6,-3.8,-1.8,73.8,1.02,-0.691,1.24,0.0176,0.0%
Cc1nn(-c2ccccc2)c2sc(C(=O)N(CC(=O)NC3CCCC3)Cc3ccco3)cc12,-0.7,-6.3,-2.9,72.0,1.18,-0.617,0.103,-0.00778,3.0%
CCn1c(SCC(=O)NCc2ccc3c(c2)OCO3)nnc1-c1c[nH]c2ccccc12,-2.1,.,0.1,91.0,1.11,0.37,-0.175,-0.162,4.0%
Cc1ccc(NC(=O)CSCC(=O)O)c(C)c1,0.9,4.6,-2.3,88.5,1.14,-0.0872,-1.34,0.404,8.0%
O=C(c1nn2c(C(F)(F)F)cc(-c3ccco3)nc2c1Br)N1CCCc2ccccc21,-2.5,6.5,-1.3,49.2,1.19,0.0425,.,1.62,9.0%
CCNC(=O)c1cc2c(=O)n3cccc(C)c3nc2n(CCc2ccccc2)c1=N,-1.6,-36.1,5.7,47.8,2.26*,0.589,-2.3,-1.07,5.0%[fluoresces]
Cc1cc(Cl)ccc1OCc1nc(-c2ccc(O)cc2)n[nH]1,-5.0,1.9,-1.4,95.8,1.01,4.36*,0.732,0.785,5.0%
Cn1c(=O)c2c(nc(OC/C=C/c3ccccc3)n2C)n(C)c1=O,0.0,-0.9,0.1,89.3,1.11,0,0.0176,-0.228,10.0%
COC(=O)c1cc(NC(=O)CN2CCOCC2)cc(C(=O)OC)c1,-5.6,13.7,-1.2,160.8,1.1,0.19,-0.362,0.0802,5.0%
O=C(NCc1ccco1)c1c[nH]c2ccc(S(=O)(=O)N3CCOCC3)cc2c1=O,-3.7,5.8,-1.0,75.4,2.11*,0.0588,-1.47,0.0559,8.0%[fluoresces]
Cc1onc(-c2ccccc2Cl)c1C(=O)N1CC(C)OC(C)C1 (centres undefined),0.1,4.2,-1.5,81.3,1.17,0.805,-0.0276,0.0396,7.0%
CCOC(=O)C1=C(C)NC(C)=C(C(=O)OCC)C1C(=O)OCC(=O)N1CCCCC1CC (centres undefined),-4.4,-1.0,-1.6,95.7,1.71,-0.112,0.573,-0.0423,2.0%
O=C(Nc1cccnc1)C1CC(c2ccc(Cl)c(Cl)c2)=NO1 (centres undefined),-1.0,.,-3.7,100.9,1.16,-2.62*,.,0.634,3.0%
COc1ccc(NC(=O)C2=C(C)Nc3ncnn3C2c2ccccc2C(F)(F)F)c(OC)c1 (centres undefined),2.4,-4.5,-0.7,87.1,1.2,0,-0.768,1.21,4.0%
CC(=O)OCC(=O)[C@@]1(O)CC[C@H]2[C@@H]3CCC4=CC(=O)CC[C@]4(C)[C@H]3[C@@H](O)C[C@@]21C,-0.9,7.9,-0.3,79.3,0.99,-0.232,-1.67,-0.609,3.0%
Cc1cccc2sc(NC(=O)CNS(=O)(=O)c3ccc(Br)s3)nc12,-1.4,-13.3,-0.3,73.5,1.12,0.0157,2.45,0.593,4.0%
COc1ccc(OC(=O)CCCN2C(=O)c3ccccc3C2=O)cc1,-4.4,6.2,-3.3,180.1,1.13,0.0379,-0.137,-0.704,3.0%
COc1ccc(CNC(=O)CN(CC2CCCO2)C(=O)CNS(=O)(=O)c2ccccc2)cc1 (centres undefined),1.9,12.2,0.9,91.4,1.08,-0.764,0.165,-2.44*,3.0%
Cc1cc(=O)n2nc(N3CCCC3C(=O)NCCCN3CCCCC3)sc2n1 (centres undefined),0.9,7.4,-0.3,104.8,1.08,0.0196,0.114,0.545,6.0%
CC(C)(C)c1ccc(SCC(N)=O)cc1,-2.2,10.3,2.2,72.7,1.06,0.0311,0.155,-0.936,3.0%
CCOc1cc(-c2nc(-c3ccc(C)nc3OCC)no2)cc(OCC)c1OCC,-8.9,-0.9,0.0,113.6,1.11,-2.27,0.0768,1.03,2.0%
CCOC(=O)C1CCN(S(=O)(=O)c2ccc(-c3nc4ccccc4s3)s2)CC1,2.1,7.0,1.3,80.2,2.17*,-1.34,-0.026,-0.15,8.0%
O=C(CC1(O)C(=O)N(CCc2ccccc2)c2ccccc21)c1ccco1 (centres undefined),-4.3,-3.5,-2.1,115.4,1.06,0.107,-0.0236,-0.366,2.0%

Source: PubChem
